Source: PubChem (Sanford-Burnham Center for Chemical Genomics)
KOR beta-arrestin-1: KOR antagonists, beta-arrestin recruitment, cell-based, luminescence, uHTS (AID 1778). Kappa-type opioid receptor (Homo sapiens). KOR beta-arrestin recruitment, luminescence, antagonist mode; higher % means a stronger effect. inhibition, % at 10 µM; hits with a dose series show IC50 in µM. 290,000 compounds, 0.091% hits; also: strong numbers were not always called active
XIAP displacement: XIAP antagonists, biochemical, IAP family, fluorescence polarization (AID 1018). E3 ubiquitin-protein ligase XIAP (Homo sapiens). XIAP BIR domain, fluorescence polarization peptide displacement; higher % means a stronger effect. one-dose displacement, % at 20 µM; IC50 in µM for titrated hits. 200,000 compounds, 0.007% hits; in the data active = displacement above about 50%; also: a part of the inactive calls stands beside numbers as strong as those of hits
NOD1 inhibition: NOD1 signaling inhibitors, primary screen, cell-based, luminescence, uHTS (AID 1578); inhibition, % at 4 µM, or EC50 in µM where a hit was titrated; NOD1-driven NF-kB luciferase reporter cells, luminescence; higher % means a stronger effect; 290,000 compounds, 1% hits; in the data active = inhibition mostly above about 36%, no sharp cut-off; inactive = mostly below about 34%;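 also: HEK-293T reporter cells stimulated with the NOD1 agonist gamma-tri-DAP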
human PMI inhibitors: human PMI inhibitors, high substrate, primary screen, biochemical, fluorescence intensity, high mannose 6-phosphate (AID 1220); recombinant PMI enzyme, coupled fluorescence intensity; higher % means a stronger effect; one-dose inhibition, % at 20 µM; IC50 in µM for titrated hits; 190,000 compounds, 0.66% hits; Mannose-6-phosphate isomerase (Homo sapiens)
NOD2 inhibition: NOD2 signaling inhibitors, cell-based, luminescence, uHTS, HEK293 (AID 1566); one-dose inhibition, % at 4 µM; EC50 in µM for titrated hits; HEK293 NOD2/NF-kB luciferase reporter, luminescence; higher % means a stronger effect; 290,000 compounds, 0.63% hits; also: many of its hits are not listed in these tables
TNAP activation fold: human TNAP enzyme activators, primary screen, biochemical, luminescent, no phosphate acceptor, uHTS (AID 1001); 200,000 compounds, 0.03% hits; one-dose activation fold at 20 µM; EC50 in µM for titrated hits; purified TNAP, luminescent activation assay, no phosphate acceptor; higher activation fold means a stronger effect; Alkaline phosphatase, tissue-nonspecific isozyme (Homo sapiens); in the data active = activation fold from about 3, or a potency from the dose series; inactive = the rest, 99 in 100 with activation fold below about 1.6; also: many of its hits are not listed in these tables
KOR beta-arrestin-2: KOR agonists, beta-arrestin recruitment, primary screen, cell-based, luminescence, uHTS (AID 1777); KOR beta-arrestin recruitment, luminescence; higher % means a stronger effect; 280,000 compounds, 0.02% hits; activation, % at 10 µM; hits with a dose series show EC50 in µM; in the data active = activation above about 50%, passing the limit was not always enough; also: a part of the inactive calls stands beside numbers as strong as those of hits
LYP inhibition: inhibitors of LYP phosphatase, biochemical, fluorescence intensity, uHTS (AID 1779); Tyrosine-protein phosphatase non-receptor type 22 (Homo sapiens); recombinant LYP phosphatase, fluorescence intensity; higher % means a stronger effect; inhibition, % at 11.5 µM; hits with a dose series show IC50 in µM; 290,000 compounds, 0.054% hits;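 also: plate controls were vehicle with enzyme for no effect and no enzyme for full effect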
PMI inhibitors: inhibitors of human PMI, primary screen, biochemical, fluorescence intensity, coupled assay (AID 1209); Mannose-6-phosphate isomerase (Homo sapiens); purified PMI enzyme, coupled fluorescence intensity; higher % means a stronger effect; inhibition, % at 20 µM; hits with a dose series show IC50 in µM; 190,000 compounds, 0.42% hits;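 also: plate controls were DMSO vehicle for no effect and wells lacking substrate for full effect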
Starred values were filed as active, the others as inactive; nt = not tested or not shown; [ ] = another dose, or the depositor's remark. Rule as the data show it, unless noted: active = inhibition above about 50%; inactive = the rest.

SMILES | KOR beta-arrestin-1 | XIAP displacement | NOD1 inhibition | human PMI inhibitors | NOD2 inhibition | TNAP activation fold | KOR beta-arrestin-2 | LYP inhibition | PMI inhibitors
Cc1ccccc1OCC(=O)Nc1ccc2c(c1)OCO2 | 9% | -5.0% | 5% | 17% | -42% | 1 | -3.4% | -5% | 9%
N#Cc1ccc(COc2ccc(CCO)cc2-n2nc3ccccc3n2)cc1 | 9% | -8.2% | -20% | -5% | 10% | 1 | 18% | -2% | -5%
CC[C@@H](NS(=O)(=O)c1ccc(C)cc1)C(=O)Oc1ccc2c3c(c(=O)oc2c1)CCC3 | 4% | -2.5% | -24% | 13% | 13% | 1.1 | -0.7% | -5% | 24%
O=C(O)CCCNC(=O)c1ccccn1 | 6% | -2.4% | -39% | -5% | 2% | 1.1 | 3.7% | -2% | -4%
O=S(=O)(NC1CCCCC1NS(=O)(=O)c1ccc(F)cc1)c1ccc(F)cc1 (configuration not stated) | -3% | 0.0% | -15% | -2% | -3% | 1 | 6.0% | 1% | 7%
CCOc1cc(CNn2cnnc2)cc(Br)c1OCC(=O)NC1CCCCC1 | -12% | -0.1% | -18% | 4% | 4% | 1 | 0.5% | -2% | 5%
Cc1c(NC(=O)C(C)OC(=O)c2c3c(nc4ccccc24)CCC3)c(=O)n(-c2ccccc2)n1C (configuration not stated) | 11% | -2.8% | -12% | -3% | 9% | 1.1 | 2.2% | 1% | 8%
CC(=O)c1cccc(CN2CCCC(C(=O)Nc3ccc(-c4ccco4)cc3)C2)c1 (configuration not stated) | -16% | nt | -34% | nt | 17% | nt | 1.1% | -9% | nt
O=C(c1ccc(COc2c(F)c(F)c(F)c(F)c2F)o1)N1CCOCC1 | 28% | -2.1% | -10% | 6% | 9% | 1.2 | -1.1% | 0% | 8%
NS(=O)(=O)c1ccc(NC(=O)COC(=O)c2ccc3c(c2)OCCO3)cc1 | -18% | -2.9% | -30% | -4% | 9% | 1.1 | -2.8% | -8% | -3%
O=C(C1=C[C@@H](c2ccc(C(F)(F)F)cc2)C[C@@H](OCCCCO)O1)N1CCOCC1 | 14% | -7.8% | -13% | -1% | 5% | 1.1 | -1.7% | -4% | 6%
O=C(CCC(=O)N1CCN(c2ccccc2F)CC1)c1ccc(F)cc1 | -11% | nt | -1% | nt | 9% | nt | 2.2% | 0% | nt
N#Cc1c(N)n(-c2ccc(O)cc2)c2nc3ccccc3nc12 | 19% | -4.0% | -26% | 8% | 1% | 1.1 | -3.3% | -2% | 2%
CCOC(=O)C1(C(C)(C)CC)CC(CSc2nc3ccccc3[nH]2)OC1=O (configuration not stated) | 20% | -4.0% | 14% | 0% | 16% | 1 | -2.2% | 0% | 3%
OC(COCC1COc2ccccc2O1)CN1CCN(c2ccccc2)CC1 (configuration not stated) | 19% | -6.4% | 4% | -2% | 6% | 1.1 | 14% | -11% | 2%
CC(=O)Nc1ccc(S(=O)(=O)NC2(C(F)(F)F)NC(=O)N(C3CCCC3)C2=O)cc1 (configuration not stated) | -5% | -4.8% | -13% | 7% | 13% | 1.1 | 0.3% | -6% | 13%
COCC(C)NC(=O)c1nn(Cc2ccccc2)c(=O)c2ccccc12 (configuration not stated) | 5% | nt | -34% | nt | 7% | nt | -1.6% | -9% | nt
Cc1ccc(OCC(=O)Nc2ccc(S(=O)(=O)N3CCCC3)cc2)cc1 | -9% | nt | -5% | nt | 17% | nt | -2.4% | -10% | nt
CCOc1ccc(NCC(=O)c2ccc(C)cc2)cc1 | 13% | -0.2% | -26% | 22% | 9% | 1.1 | -0.7% | -1% | -6%
Cc1nc2c(ccc3c([N+](=O)[O-])cccc32)c(C)c1C | -13% | -3.9% | -36% | 37% | 0% | 1.1 | -2.6% | -5% | 10%
Cc1ccc(C)c(S(=O)(=O)Nc2nc(C)c(C(=O)Nc3ccccc3)s2)c1 | -14% | -11% | -14% | 2% | -6% | 1.1 | 16% | 6% | 29%
COc1ccccc1CN1C2CCCC1CC(NC(=O)/C=C/c1ccccc1)C2 (configuration not stated) | 62%[20 µM] | -11% | 20% | -13% | 10% | 1.1 | nt | -15% | -19%
Nc1ncc(-c2nnnn2-c2ccc(Cl)cc2)c(-c2ccc(Cl)cc2)n1 | 21% | -3.0% | 13% | 6% | -37% | 1 | -3.1% | -1% | 10%
O=C1NCCCC1C(=O)N1CCN(C(=O)C2CCCNC2=O)CC1 (configuration not stated) | -24% | -4.9% | -22% | -17% | -10% | 1 | 0.5% | -2% | -16%
CC(=O)Nc1ccc(OCC(O)Cn2cccn2)cc1 (configuration not stated) | 15%[20 µM] | nt | -20% | nt | 4% | nt | -1.5% | -4% | nt

Overlap with the part before: seven entries; new compounds follow.
SMILES | KOR beta-arrestin-1 | XIAP displacement | NOD1 inhibition | human PMI inhibitors | NOD2 inhibition | TNAP activation fold | KOR beta-arrestin-2 | LYP inhibition | PMI inhibitors
CCOc1ccc(NCC(=O)c2ccc(C)cc2)cc1 | 13% | -0.2% | -26% | 22% | 9% | 1.1 | -0.7% | -1% | -6%
Cc1nc2c(ccc3c([N+](=O)[O-])cccc32)c(C)c1C | -13% | -3.9% | -36% | 37% | 0% | 1.1 | -2.6% | -5% | 10%
Cc1ccc(C)c(S(=O)(=O)Nc2nc(C)c(C(=O)Nc3ccccc3)s2)c1 | -14% | -11% | -14% | 2% | -6% | 1.1 | 16% | 6% | 29%
COc1ccccc1CN1C2CCCC1CC(NC(=O)/C=C/c1ccccc1)C2 (configuration not stated) | 62%[20 µM] | -11% | 20% | -13% | 10% | 1.1 | nt | -15% | -19%
Nc1ncc(-c2nnnn2-c2ccc(Cl)cc2)c(-c2ccc(Cl)cc2)n1 | 21% | -3.0% | 13% | 6% | -37% | 1 | -3.1% | -1% | 10%
O=C1NCCCC1C(=O)N1CCN(C(=O)C2CCCNC2=O)CC1 (configuration not stated) | -24% | -4.9% | -22% | -17% | -10% | 1 | 0.5% | -2% | -16%
CC(=O)Nc1ccc(OCC(O)Cn2cccn2)cc1 (configuration not stated) | 15%[20 µM] | nt | -20% | nt | 4% | nt | -1.5% | -4% | nt
C[C@H](NC(=O)[C@@H]1Cc2ccccc2CN1)C(=O)NC1CCCCC1 | 20% | nt | -22% | nt | 12% | nt | -3.5% | -13% | nt
Clc1ccc2oc(-c3ccccc3)nc2c1 | -23% | -8.2% | -74% | 4% | -26% | 1.1 | 1.6% | -5% | 8%
CCOc1ccc(Oc2nc(NCC(C)C)nc(N(C)C)n2)nn1 | -52% | -5.6% | -33% | 0% | -5% | 1.1 | -1.7% | -9% | 7%
Cc1cc(C(=O)N2CCc3ccccc32)n(-c2ccccc2)n1 | -12% | -4.0% | 7% | 7% | -11% | 1.2 | -2.5% | -3% | 9%
CCCNC(=O)C1CC(=O)N(c2ccc(OCC)cc2)C1 (configuration not stated) | 3% | -2.0% | -14% | -6% | 18% | 1.2 | -5.9% | -6% | -7%
O=C(COc1ncnc2cc([N+](=O)[O-])ccc12)N(CCc1ccccc1)Cc1ccccc1 | -33% | -6.7% | 1% | 17% | 18% | 1.1 | 1.3% | -7% | -4%
COc1cc(C)nc(NC(=S)N(C)C(=O)c2ccccc2)n1 | -3% | nt | -7% | nt | 2% | nt | -0.3% | 1% | nt
COc1ccc(N=C2S/C(=C\c3ccc(N4CCOCC4)o3)C(=O)N2CCc2c[nH]c3ccccc23)cc1 | 48% | -7.7% | 36% | 26% | -17% | 0.8 | 1.1% | 7% | 23%
COc1ccc(/C(C)=N/NC(=O)c2nc(C)cc(C)n2)cc1 | -2% | -2.6% | -42% | 4% | -16% | 1.1 | -5.1% | -5% | 8%
Cc1ccc(C23CC4CC(CC(NC(=O)NCCN(C)C)(C4)C2)C3)cc1 | 16% | -3.5% | 10% | 0% | 12% | 1.1 | -3.2% | -8% | -4%
Oc1cc2c(cc1CN1CCN(c3ncccn3)CC1)OCO2 | 0% | nt | -22% | nt | 9% | nt | 4.9% | -9% | nt
Cc1ccccc1-c1noc(C2CCCCC2)n1 | 37% | -3.5% | -34% | 2% | -13% | 1 | -12% | -1% | 7%
CC(C)n1nc(C(=O)Nc2nc3ccccc3[nH]2)c2ccccc2c1=O | -33% | -6.8% | -21% | 13% | 19% | 1.8 | -1.8% | -2% | 11%
COc1cc(N2C(=O)CC3(CCCC3)CC2=O)cc(OC)c1OC | 11% | nt | -3% | nt | 18% | nt | 4.2% | -5% | nt
CCn1cc(CNCc2cn(C)nc2-c2ccc(C3CCCCC3)cc2)cn1 | -6% | -1.9% | -1% | 5% | 2% | 1.1 | 9.3% | -6% | 8%
O=C(COc1ccc2c(c1)OCO2)Nc1ccc2c(c1)oc1ccccc12 | -11% | -13% | -35% | 10% | -62% | 1 | 5.6% | -1% | 10%
CCOC(=O)COn1c(=O)c(-c2ccc(C)cc2)[n+]([O-])c2ccccc21 | -23% | nt | 1% | nt | 3% | nt | -3.2% | -5% | nt
Cc1ccccc1NC(=O)NC(C)(C)CC(C)(C)C | 36% | -8.2% | -23% | 5% | -6% | 1.1 | -3.6% | -3% | 4%
O=C(Nc1ccccc1)c1ccc(-c2ccccc2)s1 | -10% | -3.8% | -44% | -2% | -119% | 1.1 | -8.9% | -5% | -5%
COC(=O)c1c(NC(=O)CSc2nncs2)sc2c1CCCCC2 | 5% | -5.0% | -12% | 4% | 14% | 1.1 | 8.2% | 6% | 5%
CCOc1ncccc1C(=O)OCc1ccc(C(=O)OC)cc1 | -62% | -9.9% | -27% | -1% | -25% | 1.1 | -0.3% | -1% | 14%
OC(c1cc(-c2ccc(C(F)(F)F)cc2)nc(C(F)(F)F)c1)C1CCCCN1 (configuration not stated) | -14% | nt | 3% | nt | -28% | nt | 0.9% | -6% | nt
Cc1cc(OCC(=O)NCCc2c[nH]c3ccccc23)c2c(C)c(C)c(=O)oc2c1 | -58%[20 µM] | nt | -22% | nt | 17% | nt | -3.5% | 1% | nt
CCCCCN(C(=O)NC(=O)NCCCC)S(C)(=O)=O | 2% | 2.7% | 6% | 2% | 15% | 1.1 | -3.0% | -6% | -1%
C/C(=C\c1ccco1)C1C(C#N)=C(N)Oc2n[nH]c(-c3ccccc3)c21 (configuration not stated) | 8% | -5.5% | 23% | 14% | 0% | 0.7 | 0.6% | -2% | 9%
Cc1ccc(C(=O)c2c[nH]c(C(=O)NCCCN3CCOCC3)c2)cc1 | -14% | -3.8% | 7% | -5% | 10% | 1.1 | -0.5% | -9% | 1%
CCC(CC)NC(=O)C1CC(=O)N(CCc2ccc(F)cc2)C1 (configuration not stated) | -51%[20 µM] | nt | -12% | nt | 1% | nt | 5.1% | -7% | nt
O=C(O)c1ccc(CSc2nnc(-c3ccccc3)n2-c2ccccc2)cc1 | 14% | nt | 3% | nt | 7% | nt | 7.5% | -5% | nt
NC(=O)C(c1ccc(Cl)cc1Cl)c1ncc(C(F)(F)F)cc1Cl (configuration not stated) | -17% | -5.8% | 11% | -1% | 12% | 1.1 | -0.9% | -8% | 1%
O=C(CSc1ccc2nnc(-c3ccccn3)n2n1)NCC1CCCO1 (configuration not stated) | -8% | -5.3% | 13% | 5% | 1% | 1 | 4.6% | -7% | 9%

The list is partial. The share of hits here may be higher or lower than overall.
